ALDH1A1 inh = inhibitors of human aldehyde dehydrogenase 1A1; P00352; Purified ALDH1A1, NADH fluorescence, propionaldehyde substrate; Potency, µM (highest dose often 75.3 µM), for inactives: at the highest dose activity, negative = inhibition, actives largely listed as inhibitors; 220,000 compounds, 7.3% hits; active means well fitted inhibition curve with a large enough effect, not every such curve was filed as active; inconclusive means small, poorly fitted or top-dose-only effect, or another doubt; inactive means no such curve, though single readings can be large or run the other way;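 further: plate controls were no enzyme wells and a reference inhibitor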
L3MBTL1 block = blocks human L3MBTL1; Q9Y468; AlphaScreen L3MBTL1–H3K9me1 peptide binding; Potency, µM (doses to about 57.1 µM), for the others: at the highest dose activity, negative = inhibition, actives largely listed as inhibitors; 230,000 compounds, 0.66% hits; AID 485360; further: on the % scale 0 is the no-effect control and ±100 the full control effect; nearly all actives have a fitted effect of over 60% in size
Target sequence (Q9Y468 whole entry, looked up): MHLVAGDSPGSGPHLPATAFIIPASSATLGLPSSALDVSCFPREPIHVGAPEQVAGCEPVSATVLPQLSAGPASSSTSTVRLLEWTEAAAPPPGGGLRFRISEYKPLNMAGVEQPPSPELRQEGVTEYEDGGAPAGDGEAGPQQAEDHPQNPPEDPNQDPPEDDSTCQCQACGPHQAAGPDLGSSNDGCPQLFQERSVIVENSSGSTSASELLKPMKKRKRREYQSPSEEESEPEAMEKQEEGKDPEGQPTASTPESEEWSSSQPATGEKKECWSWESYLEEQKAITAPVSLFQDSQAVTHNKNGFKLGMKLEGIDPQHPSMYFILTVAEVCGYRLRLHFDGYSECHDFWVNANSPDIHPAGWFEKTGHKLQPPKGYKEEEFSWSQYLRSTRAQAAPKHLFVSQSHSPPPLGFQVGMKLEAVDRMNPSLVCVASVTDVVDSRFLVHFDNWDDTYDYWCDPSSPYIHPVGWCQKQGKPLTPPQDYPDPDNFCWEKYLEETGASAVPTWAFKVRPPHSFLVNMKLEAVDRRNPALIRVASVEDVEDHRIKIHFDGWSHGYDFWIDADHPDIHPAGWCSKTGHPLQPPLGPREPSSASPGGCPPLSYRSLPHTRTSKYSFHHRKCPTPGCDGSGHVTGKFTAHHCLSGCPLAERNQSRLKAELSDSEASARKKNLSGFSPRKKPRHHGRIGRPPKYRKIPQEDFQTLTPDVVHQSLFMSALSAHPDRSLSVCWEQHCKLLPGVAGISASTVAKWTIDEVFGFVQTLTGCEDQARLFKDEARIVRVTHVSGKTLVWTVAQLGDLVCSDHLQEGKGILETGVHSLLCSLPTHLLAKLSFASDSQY
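AlphaScreen proximity signal between nickel-chelate acceptor and streptavidin donor beads (final 10 ug/mL) reports binding of 50 nM L3MBTL1 to 75 nM biotin-H3 K9me1 peptide; complex incubated with compounds 30 min at room temperature; cefsulodin titration as control.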
RECQ1 inh = RECQ1 (human) helicase inhibition | P46063 | RECQ1 DNA unwinding, red fluorescence kinetic read | Potency, µM (highest dose often 57.3 µM), without a hit: at the top dose activity, negative = inhibition, hits mostly inhibitors | 240,000 compounds, 0.54% hits;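 further: plate controls were vehicle for no effect and no enzyme for full effect; nearly all actives have a fitted effect of over 30% in size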
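50 nM RECQ1T1 preincubated 15 min with compound in Tris pH 8.0 buffer with MgCl2, DTT, Tween-20 and 2.5 ug/ml poly(dI-dC); started with 200 nM TAMRA/BHQ-2 forked duplex and 2 mM ATP. Unwinding read as fluorescence (525/598 nm), two reads 2 h apart.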
KinaseGlo FLuc = blocks Kinase-Glo luciferase, a counter-screen artifact. Kinase-Glo luciferase, ATP luminescence, 8 min. Potency, µM (titrated, usually from 38.3 µM), for the others: at the top dose activity change, negative = inhibition, actives largely listed as inhibitors. 200,000 compounds, 0.28% hits. AID 1379; further: on the % scale 0 is the no-effect control and ±100 the full control effect; nearly all actives have a fitted effect of over 60% in size
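Luminescence was the read-out, taken after 8-minute incubation at ambient temperature. Luciferase turned over luciferin with 10 uM ATP in imidazole pH 7.2 buffer containing KCl, MgCl2, Tween 20 and BSA.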
SMN2 splice enh = increases expression of the SMN2 splice variant | Potency, µM (top dose mostly 46.1 µM), for the others: at the top dose activity change, positive = activation, usual class: activators | 210,000 compounds, 2.8% hits | AID 1458 | HEK293 SMN2-luciferase splicing reporter, luminescence, 30-36 h; further: % of control where 0% means no effect; nearly all actives have a fitted effect of over 55% in size
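HEK293 cells carry an SMN2 minigene-luciferase reporter in which exon 7 inclusion puts luciferase in frame. Cells were seeded at 2000 cells/well, attached for 10-12 hours, then exposed to compounds for 30-36 hours at 37C before ONE-Glo luminescence.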
Lamin A splicing = LMNA splicing modulation; 200,000 compounds, 0.01% hits; HeLa LMNA splicing GFP/RFP minigene ratio, 48 h; Potency, µM (doses to about 46.1 µM), for the others: at the top dose ratio change, negative = inhibition, actives largely listed as inhibitors; AID 1487; active means well fitted inhibition curve with a large enough effect in the signal ratio, with a control signal flat, not every such curve was filed as active; inconclusive means small, poorly fitted or top-dose-only effect, or effect the other way, or a change in a side signal; the % refers to the signal ratio; further: on the % scale 0 is the no-effect control and ±100 the full control effect
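Read-out is the ratio of GFP to DsRed2 object intensity, acquired by 488 nm laser-scanning cytometry on HeLa lamin A-EGFP minigene reporter cells. Compound incubation 48 hrs at 37 °C in Opti-MEM with 2% FBS; DMSO 0.5% final.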
KDM4E inh = JMJD2E (human) inhibition; 230,000 compounds, 1.6% hits; AID 2147; JMJD2E catalytic domain, FDH-coupled NADH fluorescence (FDH is formaldehyde dehydrogenase); Potency, µM (titrated, usually from 57.1 µM), without a hit: at the highest dose activity change, negative = inhibition, actives largely listed as inhibitors; active means well fitted inhibition curve with a large enough effect, not every such curve was filed as active; inconclusive means small, poorly fitted or top-dose-only effect, or another doubt; inactive means no such curve, though single readings can be large or run the other way;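 further: 0% = wells with enzyme and -100% = buffer wells without enzyme; nearly all actives have a fitted effect of over 50% in size; many of its hits are not listed in these tables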
Tau fibril ThT = tau fibrillization inhibition (ThT binding). P10636. recombinant tau K18 P301L (four-repeat tau fragment), heparin-induced fibrillization, ThT fluorescence. Potency, µM (highest dose often 57.4 µM), for the others: at the top dose activity, negative = inhibition, actives largely listed as inhibitors. 270,000 compounds, 2.1% hits; further: on the % scale 0 is the no-effect control and ±100 the full control effect; nearly all actives have a fitted effect of over 55% in size
Target sequence (P10636 561-689 P618L limits assumed): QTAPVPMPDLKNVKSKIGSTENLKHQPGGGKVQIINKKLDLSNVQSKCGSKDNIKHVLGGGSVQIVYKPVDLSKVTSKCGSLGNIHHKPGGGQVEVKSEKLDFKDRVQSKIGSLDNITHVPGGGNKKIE
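K18 P301L tau (15 uM + 0.24 uM Alexa 594-tagged), heparin 20 uM, NaOAc pH 7, 6 h 37 C; ThT 30 uM, 1 h RT, ex 450/em 510 nm.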
Active calls of the source: *; i = inactive; u = inconclusive; x = no result given; [ ] = dose if it differs, or a comment. Unless noted, the call rests on the fitted dose curve; in most records, active means well fitted curve in the direction sought with a large enough effect; inconclusive means small, poorly fitted or top-dose-only effect, or another doubt; inactive means no such curve, though single readings can be large; an effect the other way counts as inactive or inconclusive. Potency means the concentration at half of the fitted maximal effect. The list is partial. The share of hits here may be higher or lower than overall.

Structure | Tau fibril ThT | KinaseGlo FLuc | KDM4E inh | RECQ1 inh | Lamin A splicing | L3MBTL1 block | SMN2 splice enh | ALDH1A1 inh
CC(C)(C)C(=O)C(Cc1ccccc1Cl)n1cncn1 (stereo unspecified) | 0.1% | 1.0% | -7.6% | 14.3% | 6.1% | x | -26.1% | -21.7%
NC(=O)c1ccc(-n2nnnc2SCc2ccc(F)cc2)cc1 | 10.7% | 3.2% | 0.8% | 3.0% | 13.7% | -4.5% | -11.0% | -6.4%
COC(=O)[C@@H]1CCCN1Cc1c(C(=O)N2CCOCC2)nc2c(C)cccn12 | -11.0% | -1.4% | -0.2% | -2.7% | 5.6%[46 µM] | 4.4% | x | 7.3%
Cc1ccc(NC(=S)N2CCC(c3ccc(C)cc3)C2)cc1 (stereo unspecified) | -13.6% | x | -20.0% | -19.6% | x | x | x | 28.2µM*
CCn1c(=O)cc(OCC(=O)N2CCCCCC2)c2ccccc21 | -7.7% | -9.4% | -3.7% | -3.8% | -7.9% | 2.7% | 2.4% | u
Cc1ccc(NC(=S)NCCc2ccccc2)nc1 | 1.2% | -6.5% | -21.5% | 11.1% | u | -8.8% | 25.1µM* | 10µM*
CC(=O)Nc1ccc(NC(=O)COc2ccc([N+](=O)[O-])cc2)cc1 | u | x | 19.4% | 0.1% | x | x | x | 11.2µM*
Cc1nc(NC(=S)NC(=O)c2cccs2)sc1C(=O)N(C)C | -22.8% | 12.3% | -8.4% | -1.6% | 26.0% | x | -24.1% | 4.47µM*
Cc1ccc(OCC(=O)OCC(=O)Nc2sccc2C(N)=O)cc1C | -18.0% | x | 21.4% | -1.9% | -6.0% | 7.9% | x | -6.1%
CN1CCN(C(=O)c2cnn3c(C(F)(F)F)cc(-c4ccc5c(c4)OCO5)nc23)CC1 | -10.6% | 3.7% | -5.7% | -0.4% | -15.4% | x | x | u
CSc1cccc(CN2CCC(CO)(Cc3cccc(C(F)(F)F)c3)CC2)c1 | -7.9% | 2.5% | -3.9% | 16.2% | u | -6.3% | x | u
CNC(=O)CSc1nc(-c2ccccc2)c(-c2ccccc2)o1 | -3.8% | -4.7% | -28.6% | -2.6% | 11.4%[9.22 µM] | -26.1% | 0.6% | 0.4%
CCOC(=O)c1ccc(S(=O)(=O)Nc2cc(C(C)(C)C)no2)cc1 | -4.0% | -2.4% | -6.2% | 10.9% | 3.2% | -4.7%[11.4 µM] | -3.5% | -7.0%
O=C(CN1C(=O)COCC1=O)N1CCOCC1 | -12.5% | 0.0% | 3.8% | 0.8% | 0.3% | 2.4% | u | -6.9%
Nc1nc(Nc2ccccc2)nc2c1ncn2[C@@H]1O[C@@H](CO)[C@H](O)[C@H]1O | -4.2% | 2.6% | -12.6% | -8.6% | x | x | x | -10.3%
CCOC(=O)N1CCC(NC(=O)C2CCCN(S(=O)(=O)c3cccnc3)C2)CC1 (stereo unspecified) | -7.6% | 0.9% | -12.6% | -9.8% | -11.4% | -3.7% | -7.4% | -2.9%
CCn1cc(C(=O)NC(=S)Nc2sc3c(c2C(=O)OC)CCCCCC3)cn1 | -0.9% | x | 2.0% | 0.4% | -11.1% | -1.4% | x | 2.7%
COCCNC(=O)CN(C)S(=O)(=O)c1ccc(Br)cc1 | -2.9% | 13.9% | -2.5% | -7.1% | -8.9% | 2.7% | -8.6% | 4.2%
Cc1c(NC(=O)CSc2ncn[nH]2)c(=O)n(-c2ccccc2)n1C | 4.1% | 6.8% | 2.2% | 0.0% | 3.8% | -10.9% | -31.4%[inhibitor] | 0.1%
Cc1ccccc1NC(=O)c1sc(Cl)nc1C | -2.5% | -1.9% | 3.0% | -2.0% | 16.0% | -1.0% | 13.5% | 3.7%
O=C(NCc1ccncc1)C(=O)Nc1nc(C23CC4CC(CC(C4)C2)C3)cs1 | -11.2% | 0.8% | -5.3% | -13.8% | -24.6% | 8.3% | -38.1%[inhibitor] | -10.1%
COCC1=C(C(=O)OC)C(c2ccco2)n2ncnc2N1 (stereo unspecified) | -7.6% | x | -0.8% | i | x | -2.4% | x | -5.7%
CC1CCN(C(=O)CCc2nc3cc(S(=O)(=O)N(C)C)ccc3n2C)CC1 | -0.3% | 4.9% | 2.1% | -2.5% | u | -6.3% | 5.9% | 11.2µM*
C=C1C2CC[C@@]3(C)C(c4ccoc4)OC(=O)C[C@@]13OC1CC(OC(C)=O)C(C)(C)C(CC(=O)OC)[C@@]12C (stereo partly specified) | u | -0.5% | -6.5% | -5.5% | x | x | -66.3%[inhibitor] | 7.7%
CCOc1ccc2c(c1)nc(C)n2C | u | x | 1.6% | -10.6% | x | 10.6% | x | x
COc1cc(C(=O)OCCN2CCOCC2)ccc1O | -9.0% | -1.9% | -4.2% | -2.1% | 0.1% | -2.8% | -56.2%[inhibitor] | -9.0%
OC1(c2cccc(C(F)(F)F)c2)CCN(Cc2nnnn2Cc2ccccc2)CC1 | -1.0% | 2.2% | 2.5% | i | u | -5.1% | -8.3% | -13.1%
CCC(=O)Nc1ccc(Br)cn1 | -11.1% | -1.9% | 5.0% | 5.8% | 14.8%[46 µM] | 7.7% | x | 12.2%
O=C(NN1CCOCC1)c1cc(-c2ccc(Br)cc2)nc2ccccc12 | 5.2% | 0.4% | -6.1% | -7.7% | u | 5.4% | 4.9% | 9.4%
COCC1CCN(Cc2cn[nH]c2-c2ccc(OC)c(F)c2)C1 (stereo unspecified) | -14.2% | x | 3.3% | 1.8% | x | -1.3% | x | x

Laid out differently: 6 of the compounds above
Second line of a record: Tau fibril ThT, KinaseGlo FLuc, KDM4E inh, RECQ1 inh, Lamin A splicing, L3MBTL1 block, SMN2 splice enh, ALDH1A1 inh
> C=C1C2CC[C@@]3(C)C(c4ccoc4)OC(=O)C[C@@]13OC1CC(OC(C)=O)C(C)(C)C(CC(=O)OC)[C@@]12C (stereo partly specified)
→ u, -0.5%, -6.5%, -5.5%, x, x, -66.3%[inhibitor], 7.7%
> CCOc1ccc2c(c1)nc(C)n2C
→ u, x, 1.6%, -10.6%, x, 10.6%, x, x
> COc1cc(C(=O)OCCN2CCOCC2)ccc1O
→ -9.0%, -1.9%, -4.2%, -2.1%, 0.1%, -2.8%, -56.2%[inhibitor], -9.0%
> OC1(c2cccc(C(F)(F)F)c2)CCN(Cc2nnnn2Cc2ccccc2)CC1
→ -1.0%, 2.2%, 2.5%, i, u, -5.1%, -8.3%, -13.1%
> CCC(=O)Nc1ccc(Br)cn1
→ -11.1%, -1.9%, 5.0%, 5.8%, 14.8%[46 µM], 7.7%, x, 12.2%
> O=C(NN1CCOCC1)c1cc(-c2ccc(Br)cc2)nc2ccccc12
→ 5.2%, 0.4%, -6.1%, -7.7%, u, 5.4%, 4.9%, 9.4%

(listing goes on)
Structure | Tau fibril ThT | KinaseGlo FLuc | KDM4E inh | RECQ1 inh | Lamin A splicing | L3MBTL1 block | SMN2 splice enh | ALDH1A1 inh
COc1ccc(-c2noc(CN(C(=O)c3c(-c4ccccc4Cl)noc3C)C(C)C)n2)cc1 | -7.8% | -2.3% | -9.9% | -12.5% | u | -17.4%[11.4 µM] | x | 0.9%
Cc1ccccc1OCCCC(=O)Nc1ccccc1C(F)(F)F | -9.2% | -1.0% | 4.3% | 22.7% | -7.7% | 17.0% | -13.9% | 10.7%
COc1ccc(C2CC(=O)c3cnc(NC(=O)c4cc(OC)cc(OC)c4)nc3C2)cc1 (stereo unspecified) | -9.8% | 1.0% | -1.4% | 8.6% | 14.3% | 1.8% | 2.6% | -3.2%
Nc1nnn(CC(=O)N/N=C/C=C/c2ccccc2)n1 | -4.0% | x | 3.7% | -5.0% | x | -5.6% | x | x
O=C(c1cc(=O)[nH]c2ccccc12)N1CCN(c2cccc(C(F)(F)F)c2)CC1 | 1.8% | 3.9% | u | -8.7% | -11.8%[46 µM] | -5.3% | 0.3% | 7.1%
Cc1nc(S(=O)(=O)c2cccc(Cl)c2)nc2c1CCC2 | 7.5% | -1.1% | -3.5% | -7.8% | 0.0% | 3.2% | 0.9% | -8.9%
O=C(CSc1cn(CCNC(=O)c2cccs2)c2ccccc12)NCC1CCCO1 (stereo unspecified) | -8.3% | -2.6% | -2.2% | i | -13.6% | -1.4% | -23.8% | -3.8%
CCSCc1nnc(SCC(=O)Nc2nc(C)cs2)n1C | 2.7% | -0.8% | -6.0% | 19.9% | x | -1.1% | -4.5% | -6.1%
O=[N+]([O-])c1cc(-c2cnc3ccccc3n2)ccc1Oc1ccc(F)cc1 | -9.3% | -4.6% | -0.2% | -2.6% | 5.7% | -13.8% | -22.9% | u
Cc1ccc(C(=O)NCCCNc2ccccc2[N+](=O)[O-])cc1 | 8.7% | 0.1% | 7.0% | 20.7% | x | -3.6% | -4.4% | 2.24µM*
COc1ccccc1N1CCN(/N=C/c2ccc(O)c(O)c2)CC1 | u | -0.8% | 28.2µM* | -15.9% | x | -17.3% | u | u
Cc1nnc(N)s1 | 3.5% | x | -0.2% | 1.5% | x | 8.7% | x | x
O=C(CCCn1c(=O)[nH]c2ccccc2c1=O)N1CCN(c2ccccn2)CC1 | -0.5% | 1.0% | -5.9% | -1.4% | -0.5% | 4.3% | u | u
O=C(N/C(=C/c1ccc(Br)cc1)C(=O)N1CCCC1)c1ccccc1F | -5.8% | -0.8% | -3.7% | -12.2% | 6.6% | -0.4% | -0.2% | -2.3%
O=C(O)C1=NOC(CNc2ncc(C(F)(F)F)cc2Cl)C1 (stereo unspecified) | 6.4% | 0.9% | 9.1% | i | -3.5%[46 µM] | 7.9% | -1.6% | 5.5%
CCc1nc2ccccc2c(C(=O)Oc2ccc(C(=O)OC)cc2)c1C | -18.0% | -0.9% | 17.5% | -2.7% | -2.1% | 9.1% | -4.4% | 10.2%
Cn1c(=O)c2c(nc(N/N=C/c3ccncc3)n2Cc2ccccc2)n(C)c1=O | 1.3% | x | 4.9% | i | x | 4.3% | x | x
CN(C)c1ncc(S(=O)(=O)c2ccccc2)c(N)n1 | 5.3% | -1.2% | 3.1% | i | x | 10.6% | -3.3% | -3.0%

Screening data deposited in PubChem BioAssay by National Center for Advancing Translational Sciences (NCATS).
